LDHA block – blocks human lactate dehydrogenase A | activity change, % (values are at about 110 or 230 µM) | hit rate 0.15% among 480,000 | P00338 | purified LDHA, NADH/diaphorase-resazurin fluorescence; stronger effect = lower value; in the data active = activity change below about -30%;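 also: plate controls were DMSO wells for no effect and wells without enzyme for full effect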
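Human LDH5 at 2 nM final in Tris HCl pH 7.4 with 0.06 mM NADH and 0.2 mM pyruvate, reacted 5 minutes at room temperature. Remaining NADH coupled via diaphorase/resazurin; resorufin fluorescence read at 0 and 20 minutes, normalized to enzyme-free and DMSO wells.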
The depositor's hits bear a star. An excerpt (hit frequency here may not be typical).

Structure	LDHA block
CCC(C)N1CCC(CN)C1 (stereo not drawn)	-1
CCn1nc(C(=O)Nc2ccc(OC)c(NC(C)=O)c2)c2ccccc2c1=O	7
CC(C1CC1)N(C)Cc1nnc(-c2ccc(Br)o2)o1 (stereo not drawn)	-20
CN(CCc1noc(C(=O)NCc2ccccc2)n1)C(=O)Nc1ccc(F)c(Cl)c1	0
COCCn1c(C)cc(C(=O)COC(=O)c2c(C)nn(Cc3ccc(C)cc3)c2Cl)c1C	-4
CC(CNC(=O)c1n[nH]c(=O)c2ccccc12)(c1ccccc1)c1ccccc1	-3
CCC1c2ccsc2CCN1C(=O)c1nn(C)c(=O)c2ccccc12 (stereo not drawn)	1
N#CC1=C(N)OC2=C(C(=O)CCC2)C1c1ccc(-c2ccccc2)o1 (stereo not drawn)	46
Cc1ccccc1-c1nnc(SCC(=O)Nc2ccccc2)o1	6
COC(=O)CSc1nnc(COc2cccc3ccc(C)nc23)n1C	13
CC(C)c1cc(C(=O)Nc2cccc(Cl)c2)nn1C1CCS(=O)(=O)C1 (stereo not drawn)	13
CC(NC(=O)C1CC1)c1cccnc1 (stereo not drawn)	9
COc1ccc(NC(=O)c2ccco2)cc1NC(=O)c1cccc(C)c1	2
CC(=O)N(C)c1ccc(NC(=O)CCC2CCCC2)cc1	12
COc1cc2oc(=O)c(CC(=O)N3CCC(O)(c4ccc(Cl)cc4)CC3)c(C)c2cc1OC	0
Cc1cccc(NC(=S)NN=C2CCCC2)c1C	0
CC(C/C=N/NC(=O)c1csc2ccccc12)c1ccccc1 (stereo not drawn)	2
CCC(Sc1nc2nccnc2c(=O)n1CCc1ccccc1)C(=O)Nc1cccc(OC)c1 (stereo not drawn)	5
CC(C)CCNc1nc2c([nH]1)c(=O)n(C)c(=O)n2C	4
CC(=O)c1csc(NC(=O)CN(C)S(=O)(=O)c2ccc(F)cc2)n1	-9
COc1cc(OC)c(NC(=O)CSc2nncn3c2cc2oc(C)cc23)cc1Cl	-4
N#Cc1ccccc1OC(=O)/C=C/c1ccco1	9
CCOc1ccc(Nc2cc(C)nc3ccc(Cl)cc23)cc1	0
Cc1c(CCC(C)C)c(=O)oc2cc(OCCC(C)C)ccc12	0
Nc1nccnc1C(=O)Nc1ccc(OCc2ccccc2)cc1	-6
Cc1ccc(CNc2ncccc2C#N)cc1	2
CCOC(=O)c1c(C)c(-c2ccccc2)n(CC(=O)Nc2ccc(OC)cc2OC)c1C	4
CC(C)=CC(=O)N(C)C(C)c1cccc([N+](=O)[O-])c1 (stereo not drawn)	7
O=C(CCCSc1nc2ccccc2s1)Nc1ccc(F)c(F)c1F	14
Cc1nc2ccc(Cl)cc2cc1C(=O)NCc1cccnc1OC(C)C	-2
O=C(CN1CCN(c2ccc(F)cc2)CC1)N1N=C(c2cc3ccccc3o2)CC1c1ccco1 (stereo not drawn)	9
O=C(CNC(=O)c1ccccc1)OCc1cc(=O)oc2cc(O)ccc12	-16
O=[N+]([O-])c1cnc2ccc(Br)cc2c1N1CCN(CCO)CC1	-3
Cc1nc(C(=O)NCc2cccs2)ccc1C#N	0
CC(Oc1ccc(Cl)cc1Cl)C(=O)N1CC(=O)Nc2ccccc21 (stereo not drawn)	4
CCCCn1c(CCC(=O)Nc2cccc(C)c2C)nc2c1c(=O)[nH]c(=O)n2CCC	-6
CCN(CC(=O)NCc1cccs1)C(=O)C1CC(=O)N(c2cc(Cl)ccc2OC)C1 (stereo not drawn)	-7
COCCn1c(SCc2nnc(C)o2)nc2sc(C)c(C)c2c1=O	4
COc1ccc(CNC(=O)C(C)OC(=O)C23CC4CC(CC(C4)C2)C3)cc1 (stereo not drawn)	10
Cn1c(=O)c2c(ncn2CC(=O)Nc2cccc(Cl)c2)n(C)c1=O	-12
COc1cc2c(cc1OC)CN(C(=O)COC(=O)c1cccnc1Nc1ccccc1F)CC2	-9
N#C/C(=C/c1ccc(O)cc1)c1ccc(C(F)(F)F)cn1	1
Cc1ccc(C(CNC(=O)c2cc3ccccc3oc2=O)N2CCCC2)o1 (stereo not drawn)	3
CCCCNC(=O)C[C@@H]1C[C@@]2(C(=O)OCC)CCCC=C2N(CCc2ccc(OC)c(OC)c2)C1=O	6
CCCc1cc(=O)oc2cc(OS(=O)(=O)c3ccccc3F)ccc12	-2
Cc1c(C(=O)CSc2nnc(C3CC3)n2C)sc2ccccc12	-7
COC(=O)C1=C(C)N(c2ccc(F)cc2)C(=O)CC1C(=O)Nc1ccc(F)cc1 (stereo not drawn)	2
O=c1cc(-c2ccc(F)cc2)oc2ccc(Cl)cc12	2
O=C(NCCCCc1ccccc1)c1ccncc1	6
O=C1COc2ccc(-c3csc(NC4CCCCC4)n3)cc2N1	-4
COc1ccc(S(=O)(=O)Nc2nc3ccccc3nc2NCCC(C)C)cc1	2
O=C(O)c1cccc(NC(=S)N/N=C/c2ccc([N+](=O)[O-])cc2)c1	-1
CC(NC(=O)c1ccc2cc[nH]c2c1)c1ccccc1Br (stereo not drawn)	1
CCOC(=O)[C@]12CCCC=C1N(CCC1=CCCCC1)C(=O)[C@H](CC(=O)N1CCN(C(=O)c3ccco3)CC1)C2	0
Cc1cccc(C)c1NC(=O)CN1CCN(Cc2csc(-c3cccc(Br)c3)n2)CC1	-4
O=C(Cn1c(NCc2ccccc2)nc2ccccc21)N1CCCCC1	0
COc1ccc(-c2cc(C(=O)NCCCOC(C)C)c3cc(Br)ccc3n2)cc1	-10
CCOc1ccc(Cl)cc1CNCc1cccnc1	-2
COc1ccc(/C=C(/NC(=O)c2ccco2)C(N)=O)cc1	6
O=C(CCc1c[nH]c2ccccc12)Nc1ccccc1OC(F)F	-3

Reformatted field by field: part of the list above.
O=C(NCCCCc1ccccc1)c1ccncc1
  LDHA block = 6

O=C1COc2ccc(-c3csc(NC4CCCCC4)n3)cc2N1
  LDHA block = -4

COc1ccc(S(=O)(=O)Nc2nc3ccccc3nc2NCCC(C)C)cc1
  LDHA block = 2

O=C(O)c1cccc(NC(=S)N/N=C/c2ccc([N+](=O)[O-])cc2)c1
  LDHA block = -1

Ordered by length of the SMILES (falling): some entries from above.
Structure	LDHA block
COc1ccc(-c2cc(C(=O)NCCCOC(C)C)c3cc(Br)ccc3n2)cc1	-10
O=C(CCc1c[nH]c2ccccc12)Nc1ccccc1OC(F)F	-3
O=C(NCCCCc1ccccc1)c1ccncc1	6

More entries.
Structure	LDHA block
C[C@H](NC(=O)[C@@H]1CCCN1C(=O)[C@@H]1CCCN1C(=O)c1cccc(Cl)c1)c1ccccc1	2
Cc1cc(OCC(=O)Nc2ccc3nsnc3c2)cc(C)c1Cl	1
O=C(Nc1ccc(Cl)c(C(F)(F)F)c1)c1ccc(F)cc1F	10
N#CC1=C(N)OC2=C(C(=O)CC(c3cccs3)C2)C1c1ccccc1 (stereo not drawn)	13
Cc1cccc(-c2noc(CNC(=O)Nc3cccc4ccccc34)n2)c1	6
COc1cccc2cc(C(=O)N3CCN(c4ccc(C)cc4)CC3)c(=O)oc12	-2
CCNc1ccc2oc3ccccc3c2c1	-22
COCCN(CC(N)=O)S(=O)(=O)c1ccc(F)cc1	1
Cc1ccc(NC(=O)c2ccc(S(=O)(=O)NCC(C)O)cc2)cc1Cl (stereo not drawn)	10
CCCn1c(C)cc(C(=O)COc2ncnc3ccccc23)c1C	1
CC(/C=N/Nc1ccc(S(N)(=O)=O)cc1[N+](=O)[O-])c1ccccc1 (stereo not drawn)	11
Cc1cc(C)cc(OC(=O)c2cnc(C)cn2)c1	0
CCOc1ccc(C(=O)Nc2cccc3ccc(C)nc23)cc1Cl	-3
COc1cccc(-c2nc3ccccc3c(=O)n2NC(=O)c2ccc(Cl)c(Cl)c2)c1	1
CC(C)Oc1ccc(Br)cc1/C=C/C(=O)O	-7
CCOC(=O)N1CCC(NC(=O)CS(=O)Cc2nc(-c3ccccc3F)oc2C)CC1 (stereo not drawn)	2
COC(=O)[C@@]1(Cc2ccc(F)cc2)[C@H]2c3cc(C(=O)N4CCCC4)n(Cc4ccc(C)o4)c3C[C@H]2CN1C(=O)c1ccccc1	1
CC(C)CCN1C(=O)c2ccccc2C1c1c[nH]c2ccccc12 (stereo not drawn)	6
Cc1ccccc1-c1noc(CSc2nc3cc4c(cc3c(=O)n2Cc2ccco2)OCO4)n1	-1
N#Cc1ccccc1COC(=O)COc1ccc(C2SCCCS2)cc1	10
CC(OC(=O)Cn1cnc2c1c(=O)n(C)c(=O)n2C)C(=O)Nc1ccc(F)c(F)c1F (stereo not drawn)	7
CC(=O)N(c1ccccc1)c1nc(CSc2nnc(C3CC3)n2Cc2ccccc2)cs1	0
S=C(N/N=C/c1c(Cl)cccc1Cl)Nc1ccccc1	-6
FC(F)(F)c1cc(-c2ccccc2)nc(SCc2ccccc2Cl)n1	5
O=C(c1cc(C2CC2)nc2ccccc12)N1CCC1	11
CCN(C(=O)CCc1ccccc1)C1CC(=O)NC1=O (stereo not drawn)	-4
CC1CC(C)CN(C(=O)c2ccc3c(c2)N(Cc2ccccc2)C(=O)CS3=O)C1 (stereo not drawn)	-8
CCC(C)(C)C1CCC(NC(=O)Cn2nc(C)c3ccccc3c2=O)CC1 (stereo not drawn)	-7
Cc1cccc(OCC(O)CN2CCCN(c3ccc(C(F)(F)F)cn3)CC2)c1 (stereo not drawn)	0
CCOC(=O)c1cnn(-c2ccc(C(=O)Nc3ccc(Br)cc3)cc2)c1N	2
O=C(CCc1nnc2ccc(NCc3ccccc3Cl)nn12)Nc1cccnc1	-6
O=C(Nc1cc(S(=O)(=O)N2CCOCC2)ccc1NCC1CCCO1)NC1CCCCC1 (stereo not drawn)	-2
O=C(NCCc1ccccc1F)c1ccncc1	8
O=C(NCc1nc(-c2ccccc2)no1)c1cc2cc(Br)ccc2o1	3
OCCCNC(=S)Nc1ccc(Cl)cc1	-1
O=C(CCc1c[nH]c2ccccc12)N1CCCC1c1ccc(F)cc1 (stereo not drawn)	6
O=[N+]([O-])c1cccc(N/N=C/c2ccc(Br)cc2)c1	7
CC(=O)N1CCN(C(=O)c2ccc3c(ccn3C)c2)CC1	-10
O=C(O)c1ccc(Br)cc1	-21
O=C(Nc1ccc2c(c1)OCCO2)C(=O)c1c[nH]c2ccc(F)cc12	7
CC(C)C[C@@H](CN1CCC[C@H]1CN1C(=O)C(=O)NC[C@@H]1Cc1ccc(O)cc1)N1C[C@H](Cc2ccc(O)cc2)N(CC2CCCCC2)C(=O)C1=O	1
COc1ccc(OC)c(NC(=O)CSc2nc3nc(C)c(Cc4ccccc4)c(C)n3n2)c1	-4
COC(=O)c1ccc(Oc2coc3cc(OC(=O)c4cccs4)ccc3c2=O)cc1	6
CCCCCCCCCCS(=O)(=O)CCSC(=N)N	2
COc1ccc(Cc2nn3c(C(C)C)nnc3s2)cc1OC	-7
Cc1ccc(NC(=O)C(=O)c2c(C)[nH]c3ccccc23)cc1Cl	-4
N#Cc1ccc(OCCN2CCCc3ccccc32)cc1	-3
CCCn1nc(C(=O)N2CCN(c3ncccn3)CC2)c2ccccc2c1=O	1
CC1=C(C)CC(C(=O)NCCN2CCOCC2)C(C(=O)O)C1 (stereo not drawn)	-6
O=C(Nc1cccc(S(=O)(=O)N2CCCC2)c1)c1cc(=O)c2ccccc2o1	-7
Fc1ccc(COc2ccc3ccccc3c2CNCc2cccnc2)cc1	0
COc1ccc(Cl)cc1-n1nnc(C(=O)Nc2ccc3c(c2)C(=O)OC3)c1C	-11
Cc1ccc(NC(=O)CCc2ccco2)c(Br)c1	1
Cc1ccc(C(=O)Nc2ccc3oc(=O)ccc3c2)cc1	0
CC(Oc1ccc2ccc(=O)oc2c1)C(=O)Nc1ccc(C(N)=O)cc1 (stereo not drawn)	1
CO[C@@H]1CN(C)C(=O)c2cc(NC(=O)NC3CCCCC3)ccc2OC[C@@H](C)N(CC2CCOCC2)C[C@@H]1C	3
O=C(NC1CCCCCCC1)c1cc(C(F)(F)F)cc(C(F)(F)F)c1	6
COc1cc(OC)c(OC)cc1/C=C(/C#N)c1nc2ccccc2[nH]1	-17
Cn1cnc2c1c(=O)n(CCCSCc1ccccc1Cl)c(=O)n2C	6
O=C(NCc1ccncc1)[C@@H]1CCCN1C(=O)[C@@H]1CCCN1C(=O)c1ccccc1	1

(cont.)
Structure	LDHA block
Cc1cc(Br)ccc1NC(=O)CNC(=O)CCc1ncc(-c2ccc(F)cc2)o1	-9
CCCCN1CCN(C(=O)c2cc(-c3ccncc3)nc3ccccc23)CC1	-5
Cc1nc(NCc2ccccc2)sc1C(=O)NCC(C)C	8
Cc1nc(Nc2cccc(C(F)(F)F)c2)sc1C(=O)N(C)C	0
COc1ccc(/C=C/C(=O)c2ccc(O)c(CCCl)c2)c(Cl)c1	2
Cc1cc(C)c2c(-n3cccc3)nn(CC(=O)Nc3ccc(Cl)cc3)c2n1	1
C=C(C)CN1CCN(c2nc3c(c(=O)[nH]c(=O)n3C)n2Cc2ccc(Br)cc2)CC1	-1
O=c1[nH]c(=O)n(CC2CCCO2)c2nccc(-c3ccc(-c4ccccc4)cc3)c12 (stereo not drawn)	0
Cc1cc(Cl)c(Cl)cc1S(=O)(=O)NCCCO	2
NC(=O)C1CCN(c2cc(-c3ccc4c(c3)OCCCO4)ncn2)CC1	-2

Taken from above.
Cc1cc(Cl)c(Cl)cc1S(=O)(=O)NCCCO in LDHA block shows 2
C=C(C)CN1CCN(c2nc3c(c(=O)[nH]c(=O)n3C)n2Cc2ccc(Br)cc2)CC1 in LDHA block shows -1

Screens from PubChem BioAssay.
